# HIF activator – HIF pathway transcriptional activation | 300,000 compounds, 0.32% hits | activation, % at 7.5 µM (by protocol) | U2OS HRE-luciferase reporter, luminescence; normalized: DMSO 0%, desferrioxamine 100%;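 active = mean activation of at least 10% of the iron chelator positive control signal, with at least half of replicates also reaching 10%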
# TRPC4 inh – inhibitors of mouse TRPC4 channel | 300,000 compounds, 0.39% hits | B-score at 10 µM | Q9QUQ5 | AID 2247 | HEK293 TRPC4beta/mu-opioid, DAMGO-evoked Fluo4 calcium flux; stronger effect = lower value;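 active = B-score over 3 SD under the library average, no early fluorescence shift, positive overall ratio signal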
#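 Material: HEK293 cells with stable TRPC4beta plus mu-opioid receptor expression; probe or stimulus: DAMGO in two steps, submaximal then maximal; technique: Fluo4 calcium fluorescence by kinetic imaging, 5 s 1 Hz baseline; measure: integrated fluorescence ratio relative to baseline, converted to per-well B score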
# MrgX1 agonist – agonists of human MrgX1 receptor. Q96LB2. MrgX1-HEK293 cells, Fluo-4 calcium fluorescence, agonist mode; stronger effect = higher value. B-score at 10 µM. 310,000 compounds, 0.44% hits. AID 588627;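 active = calcium response B-score plate-corrected fluorescence ratio at least 3 library SD, with starting fluorescence B-score inside 5 SD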
# Target sequence (Q96LB2 whole entry, looked up): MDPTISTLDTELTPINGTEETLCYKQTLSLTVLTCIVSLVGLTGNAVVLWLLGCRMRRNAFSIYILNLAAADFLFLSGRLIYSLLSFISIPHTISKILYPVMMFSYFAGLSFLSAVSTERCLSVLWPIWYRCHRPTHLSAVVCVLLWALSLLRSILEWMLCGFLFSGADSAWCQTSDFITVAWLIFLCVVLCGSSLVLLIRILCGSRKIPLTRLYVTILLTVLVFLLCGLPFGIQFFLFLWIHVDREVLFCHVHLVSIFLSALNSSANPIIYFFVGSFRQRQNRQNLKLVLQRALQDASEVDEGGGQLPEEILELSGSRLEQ
#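 Test system: HEK293 cells stably expressing human MrgX1 receptor; Input: fifteen thousand cells per well; Dosing: compound delivered in addition one of three; Schedule: overnight seeding, then 1 h dark dye loading; Technique: Fluo-4 NW calcium fluorescence; Measure: B-scored fluorescence response ratio; Controls: positive and negative controls per plate.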
# TRPC6 inh – inhibitors of mouse TRPC6 channel. Q61143. HEK293-TRPC6, membrane potential dye, ACh-evoked depolarization; stronger effect = lower value. AID 2553. B-score at 10 µM. 310,000 compounds, 1.1% hits;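 active = B-score under library mean minus 3 SD, initial fluorescence not abnormally high, positive integrated signal ratio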;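 also: B-score derived from integrated fluorescence ratio over the kinetic read; more negative B-score means stronger inhibition of depolarization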
# PolyA inh – yeast polyadenylation inhibition; 300,000 compounds, 0.02% hits; calls only at 12 µM; S. cerevisiae SKY197-pL101 polyadenylation reporter, beta-gal luminescence; efflux-impaired pdr1/pdr3 knockout yeast; score 100 = 6 SD above DMSO; AID 1875;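 active = lowest replicate activity score at least 50, where 100 means six control SD above control mean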;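 also: yeast exposed to compound for 9 h at 30 °C; higher score means more reporter readthrough which indicates perturbed polyadenylation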
# MrgX1 antag – human MrgX1 receptor antagonism, primary screen | MRGX1-HEK293 calcium flux, Fluo-4, BAM8-22 antagonism; stronger effect = lower value | Q96LB2 | B-score at 10 µM | 310,000 compounds, 1.3% hits | AID 588676;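 active = calcium-response B-score plate-corrected more than 3 library SD below zero, starting fluorescence within 5 deviations, no agonist response on first addition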;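 also: peak minus trough fluorescence over baseline after final BAM8-22 challenge near maximal dose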
# TRPC4 act – activators of mouse TRPC4 channel; Q9QUQ5; HEK293 TRPC4beta/mu-opioid, Fluo4 calcium fluorescence; stronger effect = higher value; B-score at 10 µM; 310,000 compounds, 0.49% hits; AID 2237;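 active = B-score above 5 SD of library B-scores, and initial fluorescence ratio not above library mean plus 5 SD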;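 also: positive B-score marks a calcium rise read as TRPC4 activation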
#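 Test system: HEK293 cells stably co-expressing mouse TRPC4beta and mu-opioid receptor | Schedule: Fluo4 dye loading 45 min at room temperature, 110 s recording | Measured by: Kinetic Fluo4 calcium fluorescence, 5 s baseline at 1 Hz | Evaluation: B score of integrated ratio | Controls: Buffer (low) and maximal DAMGO (high)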
# MrgX1 PAM – human MrgX1 positive allosteric modulation, primary screen; 310,000 compounds, 0.63% hits; AID 588675; B-score at 10 µM; MrgX1-HEK293, Fluo-4 calcium flux, FDSS; stronger effect = higher value;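 active = plate-corrected calcium response at least 3 library SD above typical, normal starting fluorescence, not activating the receptor alone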;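 also: compound read alongside a low EC10 to EC30 dose of BAM8-22 agonist; peak minus trough fluorescence over baseline measured at the second addition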
# TRPC4 PAM – TRPC4 (mouse) allosteric potentiation; HEK293 TRPC4beta/mu-opioid, DAMGO EC20, Fluo-4 Ca2+ flux; stronger effect = higher value; B-score at 10 µM; 310,000 compounds, 0.42% hits; AID 2227;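 active = B-score of calcium response area above 5 SD of library B-scores, with initial fluorescence ratio within 5 SD of library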;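 also: B-score of integrated fluorescence ratio over time as area under calcium response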
# TRPC6 act – activates the mouse TRPC6 cation channel; Q61143; HEK293-TRPC6 membrane potential dye fluorescence; stronger effect = higher value; B-score at 10 µM; 310,000 compounds, 0.13% hits;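 active = B-score of the integrated fluorescence ratio above library mean plus 3 SD, and starting fluorescence ratio within library mean plus 5 SD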;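 also: higher score means more depolarization so channel activation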
# AI-2 QS modul – modulators of Vibrio harveyi AI-2 quorum sensing system | 300,000 compounds, 0.4% hits | AID 2094 | Vibrio harveyi JMH597 AI-2 luminescence/OD600 ratio, 9 h; stronger effect = lower value; strain lacks LuxN and CqsS sensors; 0 = neutral-control median | activity change, % at 7.5 µM; in the data active = activity change below about -75%, passing the limit was not always enough;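 also: luminescence divided by OD600 gain over 9 h not by final OD600 alone; inactives centre near 13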
# Starred values were filed as active, the others as inactive; i = inactive; / = no result given. These rows are one share of the data; the hit share may differ from the screen's.
# Fields: HIF activator	TRPC4 inh	MrgX1 agonist	TRPC6 inh	PolyA inh	MrgX1 antag	TRPC4 act	MrgX1 PAM	TRPC4 PAM	TRPC6 act	AI-2 QS modul
> COc1ccc(OCC(O)CNCc2ccco2)cc1 (stereo not drawn)
→ -0.2	i	i	i	i	i	i	i	i	i	8
> Cc1cc(C)c2c(=O)[nH]cnc2n1
→ 0.0	i	i	i	i	i	i	i	i	i	13
> CCN(c1cc(C)cc(C)c1)S(=O)(=O)c1nnc(NC(=O)C(C)(C)C)s1
→ 0.3	i	i	i	i	i	i	i	i	i	16
> Cc1cccc(Cn2ccc(NC(=O)c3cccnc3)n2)c1
→ 0.6	i	i	i	i	i	i	i	i	i	-10
> CCCOP(=O)(c1ccc(N(C)C)cc1)C(O)c1ccc(Cl)cc1 (stereo not drawn)
→ -0.2	i	i	i	i	i	i	i	i	i	8
> CC(Nc1ccc2c(c1)OCCO2)C(=O)N1c2ccccc2CC1C (stereo not drawn)
→ 0.3	i	i	i	i	i	i	i	i	i	10
> CC(C)CC(N)c1cn([C@@H](CCC(=O)O)C(=O)N2CCNCC2)nn1 (stereo partly drawn)
→ 0.3	i	i	i	i	i	i	i	i	i	1
> COc1ccc(CC(C)N2CCN(c3ccccc3OC)CC2)cc1OC (stereo not drawn)
→ 0.1	i	i	i	i	i	i	i	i	i	2
> COc1ccc(C2(O)CCN(Cc3nnnn3Cc3ccc(F)cc3)CC2)cc1
→ -0.4	i	i	i	i	i	i	i	i	i	8
> CC(=O)c1ccc(NC(=O)c2cnn3ccccc23)cc1
→ -2.7	i	i	i	i	i	i	i	i	i	25
> O=C(Nc1cccc(Cl)c1)OCCOc1ccccc1
→ 1.3	i	i	i	i	i	i	i	i	i	-87*
> Cc1ccc(S(=O)(=O)Oc2ccccc2/C=N/O)cc1
→ 0.2	i	i	i	i	i	i	i	i	i	21
> Cc1ccccc1N(CC(=O)NC(C)(C)C)C(=O)c1ccc(-c2ccccc2)[nH]1
→ -0.1	i	i	i	i	i	i	i	i	i	25
> Cc1ccc(C(=O)N/C(=C/c2ccc(F)cc2)C(=O)NCc2ccncc2)cc1
→ 0.1	i	i	i	i	i	i	i	i	i	18
> CCN(CC)C(=O)Oc1ccc(Cl)c2cccnc12
→ -0.1	i	i	i	i	i	i	i	i	i	10
> CCC(=O)Nc1ccc(F)c(Cl)c1
→ -0.2	i	i	i	i	i	i	i	i	i	4
> CCCN1CCC(NCC(C)c2ccccc2)CC1 (stereo not drawn)
→ 2.3	i	i	i	i	i	i	i	i	i	5
> CCCCNc1c(N)n(CC(C)C)c(=O)[nH]c1=O
→ -0.3	i	i	i	i	i	i	i	i	i	24
> CN(C)c1ccc(-c2nnn(CC(=O)NCc3ccc4c(c3)OCO4)n2)cc1
→ 0.2	i	i	i	i	i	i	i	i	i	-34
> O=C(NCCN1CCN(c2ccccc2)CC1)Nc1ccccc1Cl
→ -0.8	i	i	i	i	i	i	i	i	i	27
> COc1ccc(F)cc1S(=O)(=O)NCC(=O)NCc1cc(=O)n(C)c(=O)n1C
→ 0.1	i	i	i	i	i	i	i	i	i	2
> Cc1cccc(NC(=S)Nc2ccc(Br)cc2)c1
→ 2.7	i	i	i	i	i	i	i	i	i	21
> COc1ccc(CN2C(=O)c3ccccc3C2=O)cc1C(=O)Nc1ccc(C)cc1C
→ -46	i	i	i	i	i	i	i	i	i	13
> Cc1ccc(-n2nc3c(=O)n(CCCC(=O)NCc4ccco4)nc(C)c3c2C)cc1
→ 0.6	i	i	i	i	i	i	i	i	i	14
> CSc1ncccc1C(=O)N1CCN(S(=O)(=O)c2ccc(C)cc2)CC1
→ -0.2	i	i	i	i	i	i	i	i	i	22
> CC(=O)Nc1nc(N)n(-c2ccccc2)n1
→ -0.5	i	i	i	i	i	i	i	i	i	13
> COc1ccc(N/C=C/c2nc(SC)nnc2C)cc1
→ 0.1	i	i	i	i	i	i	i	i	i	67
> O=C(CN1CCC(NC(=O)c2cccc(F)c2)CC1)Nc1ccc(Br)cc1
→ -1.3	i	i	i	i	i	i	i	i	i	-3
> COCCn1c(SCC(=O)OCc2ccccc2)nc2c1c(=O)[nH]c(=O)n2C
→ 0.2	i	i	i	i	i	i	i	i	i	21
> O=[N+]([O-])c1cccnc1NCc1cccs1
→ -0.1	i	i	i	i	i	i	i	i	i	-13
> CCN1CCN(C(=O)CS(=O)(=O)Cc2nc(-c3ccc(C)cc3)oc2C)CC1
→ -0.1	i	i	i	i	i	i	i	i	i	9
> CCOC(=O)C1=C(C)N=C2SCCC(=O)N2C1c1ccc(C(=O)OC)cc1 (stereo not drawn)
→ 1.8	i	i	i	i	i	i	i	i	i	35
> COc1ccc(C(=O)c2nccc3ccccc23)cc1
→ 0.7	i	i	i	i	i	i	i	i	i	-4
> O=C(Oc1cc(-c2ccccc2)no1)c1ccc(F)cc1
→ 0.2	i	i	i	i	i	i	i	i	i	12
> COc1cccc(C(=O)NCCS(=O)(=O)NCc2cccnc2)c1
→ 2.0	i	i	i	i	i	i	i	i	i	7
> COc1ccccc1C(O)P(=O)(OCC(C)C)c1ccc(N(C)C)cc1 (stereo not drawn)
→ -0.1	i	i	i	i	i	i	i	i	i	27
> COc1ccc(N2CCN(Cc3ccc(Br)s3)CC2)cc1
→ -0.5	i	i	i	i	i	i	i	i	i	17
> COc1ccc(-c2ccc(-c3noc(-c4ccccc4)n3)c(OC)n2)cc1
→ 0.2	i	i	i	i	i	i	i	i	i	5
> CSCC[C@H](NC(=O)c1ccc2c(c1)OCO2)c1nnc2ccccn12
→ -0.2	i	i	i	i	i	i	i	i	i	26
> Fc1ccc2nc(Nc3nc4c(F)cc(F)cc4s3)sc2c1
→ 4.0	i	i	i	i	i	i	i	i	i	8
> CN=C1NN=C(c2cc(C)n(-c3c(C)n(C)n(-c4ccccc4)c3=O)c2C)CS1
→ 0.0	i	i	i	i	i	i	i	i	i	11
> COc1cc(CN(C)CC2CCCN(CCc3cccc(C(F)(F)F)c3)C2)ccc1O (stereo not drawn)
→ 0.8	i	i	i	i	i	i	i	i	i	18
> CCCCOC(=S)NC(=O)c1sc2ccccc2c1Cl
→ 0.1	i	i	i	i	i	i	i	i	i	6
> O=C(NNS(=O)(=O)c1ccccc1)c1cccs1
→ /	i	i	i	i	i	i	i	i	i	34
> Cc1cc(C)c(CN2CCC(n3nccc3NC(=O)C3CCCC3)CC2)cc1C
→ 0.2	i	i	i	i	i	i	i	i	i	6
> COc1ccc(C(=O)N2CCCC(c3ccccc3)=N2)cc1
→ 0.1	i	i	i	i	i	i	i	i	i	15
> C/C(=N\Nc1cccc2cccnc12)c1ccccc1O
→ 1.5	i	i	i	i	i	i	i	i	i	25
> COc1ccccc1N1CCN(C(=O)c2oc3cc(C)cc(C)c3c2C)CC1
→ 0.4	i	i	i	i	i	i	i	i	i	8
> CC(=O)Nc1cccc(-c2csc(Nc3ccc(C)cn3)n2)c1
→ 1.2	i	i	i	i	i	i	i	i	i	15
> COc1ccccc1-n1c(SCC(=O)Nc2ccc3c(c2)OCO3)nc2c(c1=O)SCC2
→ -0.3	i	i	i	i	i	i	i	i	i	12
> CCN(CC)C(=O)C1CCN(S(=O)(=O)c2cccc3nonc23)CC1
→ -0.4	i	i	i	i	i	i	i	i	i	18
> O=S(=O)(Nc1ncccn1)c1ccc(NS(=O)(=O)c2cccc(Cl)c2Cl)cc1
→ -0.8	i	i	i	i	i	i	i	i	i	-1
> O=C(COC(=O)C12CC3CC(CC(O)(C3)C1)C2)N1CCN(S(=O)(=O)c2ccc(Cl)cc2)CC1
→ 0.0	i	i	i	i	i	i	i	i	i	15
> CCC(=O)N1CCC2(CC1)Oc1ccc(Cl)cc1C(=O)C21CC(c2ccc(Cl)cc2)=NO1 (stereo not drawn)
→ -0.1	i	i	i	i	i	i	i	i	i	15
> CC(Oc1ccccc1)C(=O)N1CCCc2ccccc21 (stereo not drawn)
→ -0.3	i	i	i	/	i	i	i	i	i	26
> CCCCNC(=O)CCn1c(=O)c2ccccc2n(CC(=O)N2CC(C)CC(C)C2)c1=O (stereo not drawn)
→ -0.8	i	i	i	i	i	i	i	i	i	21
> CCCN1C2CCCC1CC(NC(=O)C1CCCCC1)C2 (stereo not drawn)
→ 0.4	i	i	i	i	i	i	i	i	i	14
> Cc1ccc(CN(CCO)CCO)cc1
→ 0.0	i	i	i	i	i	i	i	i	i	-16
> Cc1cc(OCC(=O)N2CCOCC2)cc2oc(=O)c3ccccc3c12
→ -0.3	i	i	i	i	i	i	i	i	i	30
> CCOC(=O)C1(C)NC(c2ccc(O)cc2)C2C(=O)N(c3ccccc3)C(=O)C21 (stereo not drawn)
→ -14	i	i	i	i	i	i	i	i	i	29

# Remaining list, next part
# Fields: HIF activator	TRPC4 inh	MrgX1 agonist	TRPC6 inh	PolyA inh	MrgX1 antag	TRPC4 act	MrgX1 PAM	TRPC4 PAM	TRPC6 act	AI-2 QS modul
> CCN(CC)CCN1C(=O)c2ccccc2NC1c1ccc(Br)cc1 (stereo not drawn)
→ 0.5	i	i	-6.7*	i	i	i	i	i	i	2
> CS(=O)(=O)N(CC(=O)Nc1cccc(Cl)c1Cl)c1ccccc1
→ -0.5	i	i	i	i	i	i	i	i	i	15
> CCCCNC(=O)Cn1c2c(c(-c3ccccc3Cl)cc1=O)CCC2
→ -0.3	i	i	i	i	i	i	i	i	i	-12
> CN(CC(=O)Nc1cccc(F)c1)C(=O)CCc1nc2ccccc2c(=O)[nH]1
→ -0.8	i	i	i	/	i	i	i	i	i	14
> O=C1C2ON(c3ccccc3)C(c3ccncc3)C2C(=O)N1c1ccc(N2CCOCC2)cc1 (stereo not drawn)
→ -0.2	i	i	i	i	i	i	i	i	i	-1
> Cc1cccc(OCC(=O)NCCCNC(=O)c2ccccn2)c1
→ 0.8	i	i	i	i	i	i	i	i	i	11
> Cc1cccc(C)c1N1CCN(C(=O)Nc2ccc3c(c2)OCCO3)CC1
→ 0.8	i	i	i	i	i	i	i	i	i	15
